# CHRM4 antagonist: antagonists of human muscarinic M4 receptor (CHRM4). P08173. CHO-hM4 cells, ACh EC80, Fluo-8 calcium fluorescence. inhibition, % at 3 µM. 360,000 compounds, 0.73% hits;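 active means inhibition above its plate's cutoff, the mean inhibition of sample wells plus 3 SD, cut at about 27% in these data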;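 further: 0% = acetylcholine EC80 with DMSO and 100% = DMSO without agonist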
# M5 ag: CHRM5 agonism in calcium assay | P08912 | CHO-K1 hM5 cells, Fluo-8 calcium fluorescence; 0% DMSO wells, 100% maximal acetylcholine response | activation, % at 3 µM | 360,000 compounds, 0.19% hits | AID 624037;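 active means activation above the run's mean over test compounds plus 3 SD, cut at about 23% in these data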;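 further: signal is peak over basal fluorescence ratio across the kinetic read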
# Target sequence (P08912 whole entry, looked up): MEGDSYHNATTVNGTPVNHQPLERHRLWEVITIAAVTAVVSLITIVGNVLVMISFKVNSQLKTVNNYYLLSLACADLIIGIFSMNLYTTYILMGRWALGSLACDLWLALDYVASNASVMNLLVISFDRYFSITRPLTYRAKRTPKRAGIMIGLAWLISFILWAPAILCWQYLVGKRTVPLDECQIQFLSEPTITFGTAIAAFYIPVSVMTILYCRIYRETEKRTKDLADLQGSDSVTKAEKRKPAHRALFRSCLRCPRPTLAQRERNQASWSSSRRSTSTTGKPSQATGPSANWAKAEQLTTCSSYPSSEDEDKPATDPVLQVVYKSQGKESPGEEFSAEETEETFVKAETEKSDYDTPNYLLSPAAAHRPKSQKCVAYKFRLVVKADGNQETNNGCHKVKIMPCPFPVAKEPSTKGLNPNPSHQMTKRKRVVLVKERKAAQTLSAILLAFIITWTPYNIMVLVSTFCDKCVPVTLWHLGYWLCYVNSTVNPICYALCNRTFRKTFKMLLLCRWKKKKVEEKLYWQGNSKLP
# M1 PAM: potentiates human M1 receptor response to acetylcholine. activation, % at 3 µM. P11229. CHO-K1 hM1, Fluo-8 calcium fluorescence, ACh EC20; 0% = ACh EC20, 100% = maximal ACh. 360,000 compounds, 0.088% hits; in the data active means activation above about 19%, passing the limit was not always enough
# TAAR1 agonist: agonists of human TAAR1; Q96RJ0; CHO RD-HGA16 TAAR1, Fluo-8 calcium fluorescence; vehicle wells 0%, saturating PEA agonist 100%; activation, % at 3 µM; 360,000 compounds, 0.99% hits;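 active means activation above the mean activation of all test compounds in the run plus 3 SD, cut at about 38% in these data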
# Target sequence (Q96RJ0 whole entry, looked up): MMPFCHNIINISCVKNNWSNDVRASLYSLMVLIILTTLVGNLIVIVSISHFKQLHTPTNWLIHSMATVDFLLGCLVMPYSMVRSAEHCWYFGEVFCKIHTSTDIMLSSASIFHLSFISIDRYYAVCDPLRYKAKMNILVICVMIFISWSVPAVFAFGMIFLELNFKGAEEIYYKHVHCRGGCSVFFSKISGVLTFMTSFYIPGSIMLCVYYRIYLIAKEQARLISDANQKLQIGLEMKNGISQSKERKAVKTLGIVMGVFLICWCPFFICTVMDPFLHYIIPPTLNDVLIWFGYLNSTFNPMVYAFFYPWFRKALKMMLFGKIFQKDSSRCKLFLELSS
#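 Assay system – CHO-derived RD-HGA16 cells with stable Gα16 and human TAAR1 · Compound dosing – one-point dosing at 3 µM (nominal) · Incubation – 17-24 h seeding, 75 min 37 °C dye, 30 min RT · Measured by – kinetic Fluo-8 calcium fluorescence · Control set – DMSO vehicle as 0%, PEA at EC100 as 100% · Repeats – single well for each compound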
# M5 PAM: positive allosteric modulators of human muscarinic M5 receptor. CHO-K1 hM5, Fluo-8 calcium, ACh EC20 PAM; 0% = ACh EC20, 100% = ACh EC100. P08912. AID 624038. activation, % at 3 µM. 360,000 compounds, 0.3% hits;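 active means activation above the run cutoff, the mean activation of all test compounds plus 3 SD, cut at about 18% in these data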
#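 system = human M5 receptor in CHO-K1 cells | reagent = EC20 acetylcholine as agonist stimulus | compound dosing = single-point, 3 µM nominal | incubation = Fluo-8 loading 80 min at 37 °C plus 30 min room temperature | detection = Fluo-8 calcium dye fluorescence, kinetic read | benchmarks = low control EC20 acetylcholine (0%), high control EC100 acetylcholine (100%)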
# CHRM1 agonist: agonists of human M1 muscarinic receptor | CHO-K1 hM1, Fluo-8 calcium fluorescence, agonist mode; 0% DMSO, 100% acetylcholine EC100 | activation, % at 3 µM | 360,000 compounds, 0.33% hits | AID 588814;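 active means activation above the run's mean compound activation plus 3 SD, cut at about 16% in these data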;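 further: peak over basal fluorescence ratio within a 140 s kinetic read after compound addition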
# M1 antag: blocks human M1 muscarinic receptor. inhibition, % at 3 µM. P11229. AID 588852. 360,000 compounds, 1.3% hits. CHO-K1 hM1, Fluo-8 calcium fluorescence, ACh EC80 antagonist;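 active means percent inhibition above its own plate's cutoff, namely the mean of that plate's compound wells plus 3 SD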;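 further: peak over basal fluorescence ratio during 140 s after agonist addition; 0% = ACh EC80 plus DMSO and 100% = DMSO alone without agonist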
# CHRM4 agonist: CHRM4 agonism in calcium assay. activation, % at 3 µM. CHO-K1 hM4/Gqi5, Fluo-8 calcium fluorescence; vehicle 0%, full acetylcholine response 100%. 360,000 compounds, 0.14% hits;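 active means activation above the run mean over all test wells plus 3 SD, cut at about 32% in these data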;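 further: peak over basal fluorescence ratio per well then scaled between controls; 0% = DMSO wells and 100% = acetylcholine at EC100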
# CHRM5 antagonist: antagonists of human muscarinic M5 receptor (CHRM5); P08912; CHO-hM5 cells, Fluo-8 calcium fluorescence, ACh EC80; 360,000 compounds, 0.59% hits; inhibition, % at 3 µM;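 active means inhibition above a per-plate cutoff, the mean of that plate's test compounds plus 3 SD, cut at about 27% in these data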;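 further: 0% = acetylcholine EC80 with DMSO and 100% = DMSO without agonist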
# An asterisk follows results filed as active; / = no result given. The list is partial; count on the stated rates, not on these rows.
SMILES,CHRM4 antagonist,M5 ag,M1 PAM,TAAR1 agonist,M5 PAM,CHRM1 agonist,M1 antag,CHRM4 agonist,CHRM5 antagonist
CCC(=O)c1ccc(OCC(O)Cn2nc(C)c(Br)c2C)cc1 (stereo unspecified),0.0,4.6,3.4,3.2,-0.4,-4.2,-5.5,3.2,1.2
C/C(=N\NC(=O)C1CC1c1ccccc1)c1ccc(C)s1 (stereo unspecified),-8.7,0.0,-3.9,4.3,-7.4,-2.3,-1.8,-0.5,4.7
COc1ccc(Cc2noc(-c3ccc([N+](=O)[O-])cc3)n2)cc1OC,-8.3,-1.2,-3.4,4.2,0.2,1.3,-6.5,5.2,-5.9
O=C(Cc1ccccc1)N/N=C/c1ccc(OC(=O)/C=C\c2ccco2)cc1,-0.7,-0.6,1.4,8.6,3.2,-1.3,0.6,0.8,-8.9
Cc1ccc(S(=O)(=O)NN=Cc2ccccc2Cl)cc1,-1.6,4.7,4.3,2.1,-5.6,3.5,-10.0,-0.9,12.6
OC(CN1CCCCC1)Cn1c2ccc(Cl)cc2c2cc(Cl)ccc21 (stereo unspecified),11.4,0.5,3.8,24.3,-5.2,-1.6,0.6,21.6,15.8
Nc1cc(OC(=O)c2ccccc2Br)nn1S(=O)(=O)c1ccccc1,-1.6,-7.5,7.8,78.0*,0.5,-5.4,-4.9,0.4,2.4
COCCCN1C(=O)c2ccccc2C1C(=O)NC1CCCCCC1 (stereo unspecified),-9.3,0.1,5.6,5.7,4.6,-2.4,-8.5,2.1,-6.8
O=C(c1cc2c(s1)CCCC2)n1cccn1,3.0,0.5,0.6,/,2.6,-6.9,2.4,-0.2,-4.5
CCn1c(CSc2nc(C)cs2)nc2cc(S(=O)(=O)N(C)C)ccc21,-7.7,-7.0,11.5,6.2,-1.2,-2.6,-4.7,2.1,-6.0
CCn1c(SCC(=O)Nc2nc(-c3ccc(C)cc3)cs2)nnc1-c1ccccc1,-9.4,-0.6,9.4,3.9,-4.0,-4.8,-6.5,-0.2,0.0
CC(=O)Nc1ccc(C(=O)N/N=C/c2ccncc2)cc1,4.4,0.5,-0.8,4.1,0.5,-2.1,7.8,0.9,7.9
COc1ccc(CCNC(=O)c2ccc(CS(=O)(=O)Cc3ccc(C)cc3)o2)cc1OC,-4.3,8.7,-6.4,4.2,-5.5,2.2,3.3,16.2,2.4
CCOC(=O)Cn1c(=NC(=O)c2cc(-c3cccs3)nc3ccccc23)sc2cc(S(N)(=O)=O)ccc21,2.9,-0.1,0.8,10.6,0.5,0.7,1.1,0.9,6.2
C=CCn1c(SCC(=O)NCC2CCCO2)nnc1-c1ccccc1 (stereo unspecified),-0.9,-1.6,3.6,2.3,-4.3,-4.3,-2.6,0.7,1.3
Cn1nccc1NS(=O)(=O)c1ccc(NC(=O)C(F)(F)F)cc1,0.2,-3.7,5.2,0.7,-0.6,-1.7,-9.2,0.5,2.0
COc1cc(S(=O)(=O)N2CCN(c3ccccc3)CC2)ccc1Cl,-1.9,-2.9,2.6,4.3,-0.1,-6.0,2.6,-2.3,2.9
COc1ccc(/C=N/NC(=O)c2ccc(COc3cccc4cccnc34)cc2)cc1OC,-28.1,-0.3,-14.1,10.3,-10.8,-6.6,4.2,9.6,5.6
O=C(CCC1CCCC1)Nc1ccccc1-c1ccccc1,-3.9,-4.2,3.0,0.5,0.4,-8.8,-9.1,-2.5,9.8
Cc1ccc(S(=O)(=O)N2CCOCC2)cc1NC(=O)c1ccc(F)cc1F,-2.9,3.4,1.2,0.9,-7.2,-2.8,3.6,1.7,11.1
O=S(=O)(c1ccc(Cl)cc1)N1CCCC1c1nc(-c2cccc(Cl)c2)no1 (stereo unspecified),-5.5,-10.1,8.8,3.6,14.3,-2.9,-14.8,0.0,-6.1
CCOC(=O)/C(C#N)=C/c1ccc(OC(=O)c2ccccn2)cc1,-0.7,0.5,7.0,4.6,0.4,-3.5,-2.7,1.8,-0.9
C=CCN(CC=C)C(=O)C1CCN(S(=O)(=O)c2ccc(N3CCCC3=O)cc2)CC1,-0.3,-1.1,9.5,2.3,4.3,-2.1,-12.2,3.2,-10.1
c1coc(CNC2CCCCC2)c1,1.1,-1.9,-5.5,12.4,-7.3,-1.1,19.4,0.6,2.0
CCn1nccc1C(=O)Nc1ccc(C(=O)OC(C)C)cc1,6.6,1.9,-0.3,4.5,3.8,-4.8,-6.4,2.9,-14.5
CSCCC(=O)Nc1nc(-c2ccccn2)cs1,-3.6,2.9,11.8,0.2,6.6,-2.8,-5.7,1.4,12.8
COC(=O)[C@]1(C)N[C@H](CN(C)C(=O)Nc2ccc(Cl)cc2)[C@@H]2C(=O)N(C)C(=O)[C@@H]21,3.6,1.7,-0.5,4.8,2.9,-3.6,-4.3,0.3,5.9
CCN1CCN(CCNC(=O)C2CCCN(Cc3nc(-c4cccc(Cl)c4)oc3C)C2)CC1 (stereo unspecified),0.6,-2.4,-1.3,-0.5,-0.4,-5.7,0.2,0.8,-0.6
O=C(COC(=O)c1ccc2c(c1)OCCO2)NCc1ccc(Cl)cc1,-1.0,-0.2,12.4,0.4,4.2,-2.1,-12.6,1.6,0.1
CCC(c1nnc(SCC(=O)Nc2cc(Cl)ccc2C#N)n1C1CCCCC1)N(C)C (stereo unspecified),-6.3,0.3,13.4,7.9,2.8,-7.0,-7.8,3.8,1.1
CCNC(=O)/C=C1\NC(C)(C)Cc2c1ccc1ccccc21,-1.2,2.2,0.9,7.9,2.6,-3.7,2.9,-0.1,-1.6
COc1ccc(NC(=S)N/N=C/c2ccc(F)c(F)c2)cc1,-11.1,-6.1,7.7,1.5,0.3,-4.7,-21.0,0.8,9.7
Cc1cc(NC(=O)c2ccc(S(=O)(=O)N3CCCC3)cc2)nc2c1c(=O)oc1ccccc12,12.5,-2.4,8.5,13.5,-3.3,-4.7,-8.4,0.6,-4.2
COc1cc(C(=O)N/C(=C\c2cn(S(=O)(=O)N(C)C)c3ccccc23)C(=O)NCCCO)cc(OC)c1OC,5.8,3.1,4.2,3.2,5.1,-2.8,-4.0,0.8,-4.1
C=CCn1c(O)c(N=NC(=S)Nc2ccc(OC)c(Cl)c2)c2ccccc21,-9.0,-2.5,-3.8,-1.1,-4.4,-5.8,5.0,-1.3,-3.5
CN1CCN(C(=O)c2cnn(-c3ccccc3)c2NC(=O)c2ccccc2Br)CC1,-2.6,-1.2,-0.8,5.4,0.9,-4.6,-3.5,1.7,-4.5
CC(=O)NC(C)C(=O)OCc1ccc(Cl)cc1Cl (stereo unspecified),2.7,0.0,10.0,1.1,8.6,-3.5,-7.9,-0.8,-8.0
O=C(NNS(=O)(=O)c1ccc(F)cc1)c1cc2ccccc2cc1O,-5.1,0.8,11.8,4.4,-4.8,0.1,-14.2,16.9,9.3
O=C1CCCCC1,-2.2,3.6,10.0,0.7,0.5,-1.3,-14.8,2.4,0.3
COc1ccccc1N(CC(=O)Nc1ccc(S(=O)(=O)N2CCCCC2)cc1)S(C)(=O)=O,-3.8,0.2,2.0,4.6,-1.4,-6.0,-6.9,5.2,1.1
CCc1cccc(OCC(=O)Nc2ccccc2N2CCCC2)c1,-1.6,-1.6,5.9,-1.0,-3.8,-2.9,-8.3,-1.3,5.1
CC1CCc2c(sc3[nH]c(=S)n(C)c(=O)c23)C1 (stereo unspecified),1.8,-2.3,6.2,-4.0,-4.5,-6.7,-10.4,-0.1,10.7
Nc1nc(N2CCN(C(=O)c3ccco3)CC2)nc2ccc(Br)cc12,10.6,-9.7,-18.1,/,-18.8,-2.9,29.2,17.3,14.7
Cc1ccc(NC(=O)CSCC(=O)Nc2ccccc2C(=O)N2CCCCC2)cc1,6.5,-0.8,10.2,-0.2,-4.2,-3.6,-14.8,0.2,7.3
Cc1cc(C)c2c(=O)[nH]c(SCC(=O)c3ccc(C)c(C)c3)nc2n1,4.6,-6.5,10.9,3.0,4.5,-9.6,2.1,0.2,-4.7
CC(C)c1cc(C(N)=O)c(NC(=O)c2cccc(COc3ccc(Br)cc3)c2)s1,-4.5,1.2,1.1,3.6,-1.6,-1.9,-6.7,1.8,2.9
O=C(Nc1ccc(F)cc1)Nc1ccc(Oc2ncnc3cc(Cl)ccc23)nc1,3.9,4.4,6.4,55.8*,-6.0,-2.0,-8.6,0.7,-1.6
COc1cc(OC)cc(-c2cc3nc(C4CCN(C(=O)OC(C)(C)C)CC4)cc(=O)n3[nH]2)c1,-3.0,1.3,-3.5,2.0,-8.8,-5.2,3.9,1.4,3.5
O=C(Nc1cccc(C(=O)N2CCCCC2)c1)C1CCCC1,-8.4,-0.7,7.2,1.3,3.8,-1.9,-16.2,1.2,-2.5
O=C(c1cc2ccccc2oc1=O)N1CCCC1,4.8,-6.3,1.0,2.8,5.9,-2.0,1.3,0.6,-3.4

# Compound profiles (already shown). Values in the order: CHRM4 antagonist, M5 ag, M1 PAM, TAAR1 agonist, M5 PAM, CHRM1 agonist, M1 antag, CHRM4 agonist, CHRM5 antagonist
# Nc1nc(N2CCN(C(=O)c3ccco3)CC2)nc2ccc(Br)cc12 is listed with 10.6, -9.7, -18.1, /, -18.8, -2.9, 29.2, 17.3, 14.7
# CC(C)c1cc(C(N)=O)c(NC(=O)c2cccc(COc3ccc(Br)cc3)c2)s1 is listed with -4.5, 1.2, 1.1, 3.6, -1.6, -1.9, -6.7, 1.8, 2.9
# O=C(c1cc2ccccc2oc1=O)N1CCCC1 is listed with 4.8, -6.3, 1.0, 2.8, 5.9, -2.0, 1.3, 0.6, -3.4

# (further entries)
SMILES,CHRM4 antagonist,M5 ag,M1 PAM,TAAR1 agonist,M5 PAM,CHRM1 agonist,M1 antag,CHRM4 agonist,CHRM5 antagonist
O=C(COC(=O)c1cccc(C(=O)OCC(=O)NC2CC2)n1)NC1CC1,3.5,2.9,13.4,0.6,11.7,0.5,-12.8,0.4,-2.1
COc1ccccc1NC(=O)C1CCCN(c2cc(C)nc3ncnn23)C1 (stereo unspecified),-0.8,-1.3,8.8,0.0,4.5,-3.7,-12.6,1.9,3.1
COc1ccccc1C(=O)NCCC(=O)Nc1cccnc1,-7.5,1.1,1.8,1.2,-2.2,1.5,-3.4,1.0,4.0
CCOC(=O)/C(=C\c1ccc(N2CCC(c3ccccc3)=N2)cc1)C(C)=O,-9.6,11.2,5.8,10.1,-8.7,1.5,-11.3,4.4,4.6
COc1cc(/C=C/C(=O)O)cc(S(=O)(=O)N2CCc3ccccc32)c1OC,-1.8,1.6,-7.1,1.3,-1.5,-3.9,23.3,0.2,8.3
CC(C)(C)c1ccc(C2C3=C(CCCC3=O)NC3=C2C(=O)c2ccccc23)cc1 (stereo unspecified),3.8,3.5,4.9,15.1,-1.0,-2.8,-2.9,3.4,3.3

# From PubChem BioAssay
